NPY-Y1 PAM-ag = NPY-Y1 receptor potentiators or agonists, primary screen, cell-based. Neuropeptide Y receptor type 1 (Homo sapiens), P25929. NPY-Y1 expressing cells, potentiator/agonist activation. activation, % at 3.6 µM. 220,000 tested, 0.37% active. AID 1304, 2008; in the data active = activation above about 33%, passing the limit was not always enough;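 also: cells stimulated with NPY at EC10 then isoproterenol at EC100; 0% = low agonist plus stimulus and 100% = saturating agonist plus stimulus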
S1P4 antagonist = S1P4 receptor antagonists, primary screen, cell-based. Sphingosine 1-phosphate receptor 4 (Homo sapiens), O95977. S1P4-expressing cells, antagonist mode, reporter read-out. inhibition, % at 4.98 µM. 220,000 tested, 0.26% active; in the data active = inhibition above about 29%;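 also: 0% = wells stimulated with agonist and 100% = vehicle wells without agonist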
S1P4 agonist = S1P4 receptor agonists, primary screen, cell-based; Sphingosine 1-phosphate receptor 4 (Homo sapiens), O95977; S1P4-expressing cell line, agonist reporter assay; activation, % at 4.98 µM; 220,000 tested, 0.35% active; AID 1509, 2009; in the data active = activation above about 11%;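 also: 0% = DMSO vehicle and 100% = reference agonist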
NPY Y1 blocker = NPY-Y1 receptor antagonists, primary screen, cell-based; HEK293-CNG Y1 cells, membrane potential fluorescence; NPY at EC95, then isoproterenol; inhibition, % at 3.6 µM; 200,000 tested, 1% active;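 active = inhibition above the campaign mean inhibition of all tested compounds plus 3 SD, cut at about 20% in these data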;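 also: 0% = DMSO wells given NPY plus isoproterenol and 100% = isoproterenol alone without NPY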
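Material: HEK293 cells with Y1 receptor plus CNG channel; times: compound incubation 1 h at room temperature, readout 45 min post-stimulation; signal: fluorescence, membrane potential probe; read-out basis: fluorescence ratio normalized to % inhibition between controls; benchmarks: full-block control isoproterenol-only wells, zero-block control NPY plus isoproterenol wells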
CHOP inhibitor = inhibitors of CHOP promoter induction, primary screen, cell-based, unfolded protein response, luciferase reporter; 220,000 tested, 3.8% active; inhibition, % at 10 µM; CHO-K1 CHOP-promoter luciferase, tunicamycin-induced, 15-18 h;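 active = compounds that reduced the stress-induced luciferase reporter signal by more than about 70% of percent inhibition, limit read from the data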;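 also: 0% = tunicamycin plus vehicle and 100% = wells without tunicamycin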
EP2 mod = EP2 receptor modulators, cAMP readout, primary screen, cell-based, HTRF cAMP, PGE2 stimulation | Prostaglandin E2 receptor EP2 subtype (Homo sapiens), P43116 | 260,000 tested, 0.83% active | induction, % at 25 µM | EP2-expressing cells, cAMP HTRF FRET, PGE2 co-stimulation | AID 940, 2007;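 active = compounds whose cAMP rise, as percent of the full-agonist control response, exceeds 60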;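 also: rat C6 glioma line stably carrying human EP2 under a CMV promoter; the protocol text gives 20 µM as final concentration; 100% = response of wells given 1 µM PGE2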
Target sequence (P43116 whole entry, looked up): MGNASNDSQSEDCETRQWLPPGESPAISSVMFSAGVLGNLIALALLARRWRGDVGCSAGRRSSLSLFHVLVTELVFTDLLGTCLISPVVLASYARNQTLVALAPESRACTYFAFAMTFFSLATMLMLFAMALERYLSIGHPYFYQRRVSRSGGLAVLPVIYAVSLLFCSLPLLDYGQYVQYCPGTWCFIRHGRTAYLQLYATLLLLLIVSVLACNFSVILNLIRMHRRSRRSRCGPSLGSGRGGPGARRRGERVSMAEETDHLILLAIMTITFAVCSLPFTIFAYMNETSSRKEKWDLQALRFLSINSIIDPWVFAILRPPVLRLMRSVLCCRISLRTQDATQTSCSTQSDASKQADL
TRPML3 ag = human TRPML3 channel agonists, primary screen, cell-based, HEK293 TRPML3-YFP, Fluo-8 calcium fluorescence, 3 µM; 220,000 tested, 0.29% active; 100% = the carbachol control signal; activation, % at 3 µM; Mucolipin-3 (Homo sapiens), Q8TDD5;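 active = activation above its plate's cutoff, the mean activation of the plate's test wells plus 3 SD, cut at about 12% in these data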;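 also: 0% = DMSO only wells and 100% = carbachol wells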
Target sequence (Q8TDD5 whole entry, looked up): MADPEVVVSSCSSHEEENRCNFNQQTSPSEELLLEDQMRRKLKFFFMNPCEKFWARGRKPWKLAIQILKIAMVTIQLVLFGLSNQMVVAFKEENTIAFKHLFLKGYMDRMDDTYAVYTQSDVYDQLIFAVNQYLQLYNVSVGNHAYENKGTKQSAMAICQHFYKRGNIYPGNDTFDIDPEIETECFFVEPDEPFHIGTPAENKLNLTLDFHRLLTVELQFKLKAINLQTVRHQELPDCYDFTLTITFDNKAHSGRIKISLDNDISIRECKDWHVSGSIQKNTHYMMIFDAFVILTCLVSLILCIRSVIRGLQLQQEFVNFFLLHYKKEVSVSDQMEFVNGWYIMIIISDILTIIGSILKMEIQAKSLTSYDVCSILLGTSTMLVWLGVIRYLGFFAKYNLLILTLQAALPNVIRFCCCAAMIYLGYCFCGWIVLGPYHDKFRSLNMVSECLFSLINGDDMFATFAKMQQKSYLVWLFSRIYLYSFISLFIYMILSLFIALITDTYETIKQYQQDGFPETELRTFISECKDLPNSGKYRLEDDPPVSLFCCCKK
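Material: HEK293 cells stably carrying human TRPML3-YFP; compound dosing: single dose, 3 µM final nominal compound, 0.3% DMSO final; incubation: 1-h 37 °C dye load, 5-s basal, 120-s post-compound reads; technique: Fluo-8 intracellular calcium fluorescence, excitation 470-495 nm, emission 515-575 nm; read-out basis: percent activation from peak-to-basal fluorescence ratio, scaled between DMSO and carbachol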
NPY2 pot ag = NPY-Y2 potentiators or agonists, primary screen, cell-based; cells expressing NPY-Y2, potentiator/agonist read-out; AID 1359, 2008; activation, % at 3.6 µM; Neuropeptide Y receptor type 2 (Homo sapiens), P49146; 220,000 tested, 0.45% active; in the data active = activation above about 27%;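 also: cells stimulated with NPY near EC25 plus isoproterenol at EC100; 0% = vehicle plus submaximal agonist and 100% = vehicle plus saturating agonist; some results beyond the cut were filed as inactive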
zfTRPN1 agonist = zebrafish TRPN1 channel agonists, primary screen, cell-based, HEK293, calcium fluorescence; transient receptor potential cation channel N1 (TRPN1/NompC), Danio rerio; HEK293 zebrafish TRPN1-YFP, Fluo-8 calcium fluorescence; 100% = response to 87 µM carbachol; activation, % at 3 µM; 220,000 tested, 0.18% active; AID 1424, 2008;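 active = activation above its plate's cutoff, the mean activation of test wells on that plate plus 3 SD, cut at about 19% in these data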;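 also: 0% = DMSO alone and 100% = 87 µM carbachol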
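Assay system: Zebrafish TRPN1-YFP in HEK293 cells | Incubation: Dye loading 1 h at 37 °C, then 30 min room temperature | Measured by: Kinetic Fluo-8 fluorescence, ex 470-495, em 515-575 nm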
An asterisk follows results filed as active.

Screening COCCn1c(SCC(=O)N2CCc3ccccc3C2)nc2ccccc2c1=O returned NPY-Y1 PAM-ag 15, S1P4 antagonist -11, S1P4 agonist 0.9, NPY Y1 blocker 6, CHOP inhibitor -31, EP2 mod -52, TRPML3 ag -0.7, NPY2 pot ag 4 and zfTRPN1 agonist -2.0.
`N#C/C(=C\c1cc(Cl)ccc1O)C(=O)NC1CCCCC1` gave NPY-Y1 PAM-ag 10, S1P4 antagonist -3, S1P4 agonist 0.9, NPY Y1 blocker 3, CHOP inhibitor 64, EP2 mod 21, TRPML3 ag 0.8, NPY2 pot ag -4 and zfTRPN1 agonist -0.2.
`CCC(C)NCC(O)(c1ccc(Cl)cc1)c1ccc(Cl)cc1` (configuration not stated) gave NPY-Y1 PAM-ag -7, S1P4 antagonist 3, S1P4 agonist 0.1, NPY Y1 blocker 16, CHOP inhibitor 21, EP2 mod 3, TRPML3 ag 2.3, NPY2 pot ag -18 and zfTRPN1 agonist 2.4.
Screening O=C(CSc1ccccn1)N1CCOCC1 returned NPY-Y1 PAM-ag 18, S1P4 antagonist -17, S1P4 agonist 2.1, NPY Y1 blocker 3, CHOP inhibitor 12, EP2 mod 37, TRPML3 ag 1.3, NPY2 pot ag 10 and zfTRPN1 agonist 0.0.
CCCC(=O)Nc1cc(=O)n(C)c(=O)n1C was read as NPY-Y1 PAM-ag -2, S1P4 antagonist -2, S1P4 agonist -1.0, NPY Y1 blocker -1, CHOP inhibitor -3, EP2 mod -6, TRPML3 ag 1.1, NPY2 pot ag -6 and zfTRPN1 agonist 0.9.
`COC(=O)C(Cc1ccc(O)cc1)NC(=O)CCC(=O)Nc1ccc(S(N)(=O)=O)cc1` (configuration not stated) gave NPY-Y1 PAM-ag 4, S1P4 antagonist -19, S1P4 agonist 2.1, NPY Y1 blocker 6, CHOP inhibitor -4, EP2 mod 10, TRPML3 ag 1.0, NPY2 pot ag 9 and zfTRPN1 agonist 1.7.
CC1CCCN(c2nc3ccccc3nc2C(C#N)S(=O)(=O)c2cccs2)C1 (configuration not stated) was read as NPY-Y1 PAM-ag 9, S1P4 antagonist -18, S1P4 agonist 0.8, NPY Y1 blocker 1, CHOP inhibitor 18, EP2 mod 2, TRPML3 ag 1.0, NPY2 pot ag -10 and zfTRPN1 agonist 1.0.
For COc1ccccc1CNN the results were NPY-Y1 PAM-ag 13, S1P4 antagonist -11, S1P4 agonist 1.4, NPY Y1 blocker 2, CHOP inhibitor 5, EP2 mod 29, TRPML3 ag 0.3, NPY2 pot ag -3 and zfTRPN1 agonist -0.2.
For CC(C)[C@H](NC(=O)Nc1ccc(S(N)(=O)=O)cc1)C(=O)O the results were NPY-Y1 PAM-ag -7, S1P4 antagonist -7, S1P4 agonist 1.1, NPY Y1 blocker 16, CHOP inhibitor -9, EP2 mod 11, TRPML3 ag 0.0, NPY2 pot ag 1 and zfTRPN1 agonist 0.5.
Screening CC(C)c1ccc(N2CCN(C(=O)c3ccccc3NC(=O)/C=C(\C(=O)O)c3ccccc3)CC2)cc1 returned NPY-Y1 PAM-ag -9, S1P4 antagonist 96*, S1P4 agonist 1.5, NPY Y1 blocker 1, CHOP inhibitor 110*, EP2 mod 33, TRPML3 ag 0.9, NPY2 pot ag 3 and zfTRPN1 agonist 2.4.
For O=C(c1ccccc1-c1ccccc1)N1CCCC1 the results were NPY-Y1 PAM-ag 10, S1P4 antagonist -23, S1P4 agonist 2.5, NPY Y1 blocker 4, CHOP inhibitor 10, EP2 mod 35, TRPML3 ag -0.1, NPY2 pot ag 2 and zfTRPN1 agonist -1.3.
For O=C(O)c1cc(S(=O)(=O)O)ccc1O the results were NPY-Y1 PAM-ag 37, S1P4 antagonist -18, S1P4 agonist -0.4, NPY Y1 blocker -4, CHOP inhibitor 22, EP2 mod 13, TRPML3 ag 0.5, NPY2 pot ag 0 and zfTRPN1 agonist -0.1.
`CCOC(=O)C1=C(C)N=C(/N=C/N(C)C)SC1c1ccccc1` (configuration not stated) gave NPY-Y1 PAM-ag 1, S1P4 antagonist 14, S1P4 agonist -1.2, NPY Y1 blocker -4, CHOP inhibitor 12, EP2 mod -8, TRPML3 ag 0.3, NPY2 pot ag 7 and zfTRPN1 agonist 0.6.
CCc1ccc(OCC(=O)N2CCN(c3ccccc3F)CC2)cc1 was read as NPY-Y1 PAM-ag -7, S1P4 antagonist -2, S1P4 agonist -1.1, NPY Y1 blocker 10, CHOP inhibitor 22, EP2 mod -54, TRPML3 ag -0.6, NPY2 pot ag -6 and zfTRPN1 agonist -2.7.
For Cc1onc(-c2ccccc2)c1C(=O)N1CCN(C/C=C/c2ccccc2)CC1 the results were NPY-Y1 PAM-ag 6, S1P4 antagonist -9, S1P4 agonist 1.9, NPY Y1 blocker 1, CHOP inhibitor 25, EP2 mod -5, TRPML3 ag 0.3, NPY2 pot ag -5 and zfTRPN1 agonist 2.0.

Next section; the last 2 above are carried over.
CCc1ccc(OCC(=O)N2CCN(c3ccccc3F)CC2)cc1 was read as NPY-Y1 PAM-ag -7, S1P4 antagonist -2, S1P4 agonist -1.1, NPY Y1 blocker 10, CHOP inhibitor 22, EP2 mod -54, TRPML3 ag -0.6, NPY2 pot ag -6 and zfTRPN1 agonist -2.7.
For Cc1onc(-c2ccccc2)c1C(=O)N1CCN(C/C=C/c2ccccc2)CC1 the results were NPY-Y1 PAM-ag 6, S1P4 antagonist -9, S1P4 agonist 1.9, NPY Y1 blocker 1, CHOP inhibitor 25, EP2 mod -5, TRPML3 ag 0.3, NPY2 pot ag -5 and zfTRPN1 agonist 2.0.
Screening CCOC(=O)N1CCN(C(=O)CCNS(=O)(=O)c2ccc3c(c2)c(=O)n(C)c(=O)n3C)CC1 returned NPY-Y1 PAM-ag -1, S1P4 antagonist -13, S1P4 agonist 0.7, NPY Y1 blocker -1, CHOP inhibitor -3, EP2 mod 13, TRPML3 ag 0.6, NPY2 pot ag -1 and zfTRPN1 agonist -0.6.
Screening CC(=O)Nc1ccc(S(=O)(=O)Nc2nnc(C(C)(C)C)s2)cc1 returned NPY-Y1 PAM-ag -4, S1P4 antagonist -20, S1P4 agonist 2.1, NPY Y1 blocker 10, CHOP inhibitor 13, EP2 mod 13, TRPML3 ag -0.2, NPY2 pot ag -7 and zfTRPN1 agonist 7.2.
CC(NC(=O)CN(c1cccc(C(F)(F)F)c1)S(=O)(=O)c1ccc(Cl)c([N+](=O)[O-])c1)c1ccccc1 (configuration not stated) was read as NPY-Y1 PAM-ag 75*, S1P4 antagonist 44*, S1P4 agonist 0.1, NPY Y1 blocker -9, CHOP inhibitor -33, EP2 mod 0, TRPML3 ag 0.3, NPY2 pot ag 50* and zfTRPN1 agonist 0.7.
`O=C1C=C(NNC(=O)c2ccncc2)CC(c2ccccc2)C1` (configuration not stated) gave NPY-Y1 PAM-ag -1, S1P4 antagonist -13, S1P4 agonist 0.1, NPY Y1 blocker -2, CHOP inhibitor -13, EP2 mod 37, TRPML3 ag 19*, NPY2 pot ag 3 and zfTRPN1 agonist 18.
Screening O=C(O)c1cn(C2CC2)c2cc(N3CCOCC3)c(F)cc2c1=O returned NPY-Y1 PAM-ag 0, S1P4 antagonist -3, S1P4 agonist -0.7, NPY Y1 blocker -9, TRPML3 ag 0.0, NPY2 pot ag 0 and zfTRPN1 agonist 1.7.
For NNC(=O)CNC(=O)c1ccccc1F the results were NPY-Y1 PAM-ag 7, S1P4 antagonist -1, S1P4 agonist 0.4, NPY Y1 blocker 2, CHOP inhibitor 8, EP2 mod 9, TRPML3 ag 0.3, NPY2 pot ag 4 and zfTRPN1 agonist 0.8.
For CC12CCC(c3c(C(=O)O)nn(-c4ccc(F)cc4)c31)C2(C)C (configuration not stated) the results were NPY-Y1 PAM-ag 1, S1P4 antagonist -5, S1P4 agonist -0.8, NPY Y1 blocker -1, CHOP inhibitor -2, EP2 mod -1, TRPML3 ag 0.8, NPY2 pot ag -4 and zfTRPN1 agonist 0.4.
`COc1cccc(N2CCN(C(=O)CCSCc3ccccc3F)CC2)c1` gave NPY-Y1 PAM-ag -17, S1P4 antagonist 6, S1P4 agonist -0.6, NPY Y1 blocker 10, CHOP inhibitor 1, EP2 mod -35, TRPML3 ag 0.6, NPY2 pot ag -12 and zfTRPN1 agonist 0.8.
Screening Cc1c(C(=O)CN2CCOCC2)[nH]c2ccccc12 returned NPY-Y1 PAM-ag 0, S1P4 antagonist -3, S1P4 agonist 0.7, NPY Y1 blocker 1, CHOP inhibitor -51, EP2 mod 15, TRPML3 ag 0.7, NPY2 pot ag 5 and zfTRPN1 agonist 0.4.
Screening COC(=O)c1sc2ncccc2c1OCc1ccc(Cl)cc1 returned NPY-Y1 PAM-ag 2, S1P4 antagonist -8, S1P4 agonist -0.1, NPY Y1 blocker -5, CHOP inhibitor 36, EP2 mod 31, TRPML3 ag -0.6, NPY2 pot ag -10 and zfTRPN1 agonist -0.7.
O=C(Cn1nc(C(F)(F)F)cc1C1CC1)Nc1ccccc1F was read as NPY-Y1 PAM-ag -1, S1P4 antagonist -10, S1P4 agonist 2.7, NPY Y1 blocker 5, CHOP inhibitor -7, EP2 mod 3, TRPML3 ag 0.5, NPY2 pot ag -5 and zfTRPN1 agonist 0.3.
For COc1ccc(NC(=O)CSc2n[nH]c(N)n2)cc1OC the results were NPY-Y1 PAM-ag -2, S1P4 antagonist -19, S1P4 agonist -0.2, NPY Y1 blocker 0, CHOP inhibitor 10, EP2 mod 33, TRPML3 ag 0.6, NPY2 pot ag 1 and zfTRPN1 agonist 0.8.
Screening O=C(CN(C(=O)CSc1nc2ccccc2o1)c1ccccc1)NC1CCCCC1 returned NPY-Y1 PAM-ag -8, S1P4 antagonist 4, S1P4 agonist -0.9, NPY Y1 blocker -5, CHOP inhibitor 39, EP2 mod 50, TRPML3 ag 1.1, NPY2 pot ag -1 and zfTRPN1 agonist 0.7.
Screening COCCCN1CCc2[nH]c(=S)[nH]c(=O)c2C1 returned NPY-Y1 PAM-ag 5, S1P4 antagonist -2, S1P4 agonist 3.4, NPY Y1 blocker 1, CHOP inhibitor -2, EP2 mod 11, TRPML3 ag 0.8, NPY2 pot ag 5 and zfTRPN1 agonist 1.1.

Screens as filed in PubChem BioAssay.
